AHR activator: activates the human aryl hydrocarbon receptor; AID 2796; AHR-responsive luciferase reporter cells, luminescence; activation, % at 5 µM; P35869; 2.5% of 320,000 active; in the data active means activation above about 47%;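 further: 0% = vehicle wells and 100% = reference agonist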
GLD-1 RNA inh: GLD-1-TGE RNA interaction inhibition (C. elegans) | Q17339 | purified GLD-1 + fluorescein TGE RNA, fluorescence polarization | inhibition, % at 5.96 µM | 0.44% of 320,000 active | AID 2280;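 active means percent inhibition above a per-plate cutoff, the plate mean of test compounds plus 3 SD, cut at about 30% in these data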;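 further: 0% = DMSO wells with GLD-1 and probe and 100% = wells lacking GLD-1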
Target sequence (Q17339 whole entry, looked up): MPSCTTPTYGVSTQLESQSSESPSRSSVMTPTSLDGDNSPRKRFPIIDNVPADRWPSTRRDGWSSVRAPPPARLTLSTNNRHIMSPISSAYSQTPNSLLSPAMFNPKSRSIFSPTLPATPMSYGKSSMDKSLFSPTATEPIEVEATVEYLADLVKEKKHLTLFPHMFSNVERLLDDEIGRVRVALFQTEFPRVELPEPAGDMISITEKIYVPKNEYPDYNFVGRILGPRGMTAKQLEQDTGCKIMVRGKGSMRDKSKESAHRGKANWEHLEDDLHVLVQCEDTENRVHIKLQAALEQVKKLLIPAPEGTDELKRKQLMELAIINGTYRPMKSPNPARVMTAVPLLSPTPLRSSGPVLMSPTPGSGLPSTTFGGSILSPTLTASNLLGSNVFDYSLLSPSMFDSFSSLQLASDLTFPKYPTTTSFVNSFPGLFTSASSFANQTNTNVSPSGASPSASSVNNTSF
MCL1 BIM primary: disrupts human MCL1 binding to BIM-BH3 peptide | AID 2057 | 0.68% of 320,000 active | GST-MCL1 / FITC-Bim-BH3 fluorescence polarization | Q07820 | inhibition, % at 10.9 µM;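 active means inhibition above the mean inhibition of all tested compounds plus 3 SD, set per campaign, cut at about 40% in these data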;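 further: 0% = DMSO wells and 100% = unlabeled Bim-BH3 peptide control; higher means more loss of mP so more displacement of Bim peptide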
Fam108B counter: counter-screen for RBBP9 inhibitors: inhibitors of mouse Fam108B; recombinant Fam108B, FP-Rh probe fluorescence polarization; inhibition, % at 9.51 µM; 0.33% of 300,000 active;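 active means inhibition above the screen mean inhibition plus 3 SD, computed separately per campaign, cut at about 18% in these data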;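 further: inhibitors lower polarization as less probe binds the enzyme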
BCLXL inh: inhibitors of human Bcl-xL. Q07817. GST-Bcl-xL / FITC-Bim BH3 peptide fluorescence polarization. inhibition, % at 10.9 µM. 0.7% of 320,000 active. AID 2129;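 active means inhibition above the mean of all tested compounds plus 3 SD, cutoff set per campaign, cut at about 30% in these data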;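 further: 0% = DMSO wells and 100% = unlabeled Bim-BH3 peptide competitor; inhibitors lower millipolarization by displacing the labeled peptide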
pPAFAH inh: pPAFAH (human) enzyme inhibition; Q13093; recombinant pPAFAH, FP-rhodamine probe fluorescence polarization; inhibition, % at 3.39 µM; 1.5% of 330,000 active;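 active means inhibition above the mean inhibition across the screen plus 3 SD, cut at about 25% in these data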;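 further: inhibitors block binding of the rhodamine activity-based probe so polarization drops; 0% = enzyme with DMSO and 100% = wells lacking pPAFAH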
MEX-5 binding: C. elegans MEX-5 TCR-2 RNA binding activity; Q9XUB2; MEX-5/FITC-TCR2 RNA binding, fluorescence polarization; stronger effect = lower value; activity score (negative = inhibition of binding), % at 10 µM; 0.38% of 300,000 active; AID 1832;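 active means inhibition past about -25% in most replicates, and total fluorescence under double the plate's negative control median, limit read from the data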;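 further: 0% = DMSO and -100% = 5 µM competing unlabeled TCR2 RNA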
PME-1 primary: PME-1 (human) inhibition; inhibition, % at 5.9 µM; Q9Y570; 0.53% of 320,000 active; recombinant PME-1, FP-Rh probe fluorescence polarization;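 active means inhibition above the campaign mean of all compounds plus 3 SD, cut at about 26% in these data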;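 further: competitive labeling of PME-1 active site by serine hydrolase directed probe; 0% = PME-1 with DMSO and 100% = wells lacking PME-1 enzyme; inhibitors block probe labeling so polarization falls and inhibition rises; many of its hits are not listed in these tables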
Target sequence (Q9Y570 whole entry, looked up): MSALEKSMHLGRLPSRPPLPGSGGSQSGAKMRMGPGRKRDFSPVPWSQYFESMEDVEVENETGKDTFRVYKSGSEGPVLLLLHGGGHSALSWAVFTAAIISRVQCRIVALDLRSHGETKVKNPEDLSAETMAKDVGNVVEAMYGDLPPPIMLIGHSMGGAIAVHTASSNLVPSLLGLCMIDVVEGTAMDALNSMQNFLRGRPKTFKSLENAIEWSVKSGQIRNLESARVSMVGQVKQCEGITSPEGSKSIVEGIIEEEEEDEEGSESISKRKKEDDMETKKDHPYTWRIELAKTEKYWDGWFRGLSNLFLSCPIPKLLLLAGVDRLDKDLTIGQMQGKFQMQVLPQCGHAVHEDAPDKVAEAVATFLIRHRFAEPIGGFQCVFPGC
PAFAH1B2 inh: inhibitors of human PAFAH1B2. P68402. recombinant PAFAH1B2, FP-rhodamine activity probe, fluorescence polarization. inhibition, % at 3.39 µM. 1.2% of 340,000 active. AID 492953;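 active means inhibition above the mean of all tested compounds plus 3 SD, cut at about 24% in these data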;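 further: 0% = enzyme with DMSO and 100% = wells lacking PAFAH1B2; many of its hits are not listed in these tables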
Target sequence (P68402 whole entry, looked up): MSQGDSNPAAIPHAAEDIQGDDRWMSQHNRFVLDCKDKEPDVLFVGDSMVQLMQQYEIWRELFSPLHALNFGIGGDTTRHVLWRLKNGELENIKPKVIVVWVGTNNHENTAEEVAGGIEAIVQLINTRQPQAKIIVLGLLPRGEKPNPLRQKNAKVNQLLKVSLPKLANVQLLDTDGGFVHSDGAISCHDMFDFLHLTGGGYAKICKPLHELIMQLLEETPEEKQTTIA
Numbers without * were called inactive; · = no result given.

SMILES | AHR activator | GLD-1 RNA inh | MCL1 BIM primary | Fam108B counter | BCLXL inh | pPAFAH inh | MEX-5 binding | PME-1 primary | PAFAH1B2 inh
COc1ccc([N+](=O)[O-])cc1CSc1ccccn1 | 6 | -2 | -22 | -2 | -9 | 6 | -1.9 | 7 | 1
CCOC(=O)c1cc2c(=O)[nH]c(C(Cl)(Cl)Cl)nc2o1 | -1 | 2 | 10 | -3 | 5 | 4 | -0.4 | 1 | 13
Nc1ccc(-c2nc3ccc(N)cc3[nH]2)cc1 | 8 | 8 | 5 | 3 | 3 | 4 | -1.7 | 0 | 7
COc1ccccc1N1CCN(Cc2cc(OC)c3c(c2)OCO3)CC1 | 6 | -2 | 0 | 2 | 4 | 3 | 1.1 | -1 | 4
O=C(Nc1cccc(C(F)(F)F)c1)N(Cc1ccc(Cl)cc1)CC(O)C(F)(F)F (stereo unspecified) | 10 | 3 | -3 | 1 | -1 | 5 | -1.1 | -8 | 1
CSc1nc(O)cc(=O)n1-c1ccc(F)cc1 | -1 | 5 | 5 | -2 | 1 | 1 | -1.7 | -5 | -1
CC(=O)Nc1cccc(NC(=O)CSc2ncc(C(=O)Nc3ccc(F)cc3)c(=O)n2C)c1 | 66* | 1 | 10 | -4 | 1 | 2 | 1.1 | -3 | -5
CCSc1nnc(NC(=O)c2ccco2)s1 | 15 | 7 | 7 | 2 | 8 | 4 | 0.9 | -3 | 4
Cc1nnsc1Sc1ccccn1 | -3 | 4 | 9 | 1 | 4 | -2 | 0.5 | 6 | 3
Cc1cc(C)c2c(CC(=O)NCCc3ccccc3)coc2c1 | 1 | 8 | 2 | -7 | 1 | 3 | · | 0 | 1
CS(=O)(=O)N1CCc2cc(-c3csc(NC(=O)Cc4ccccc4)n3)ccc21 | -4 | 0 | -4 | 5 | 5 | 15 | 1.0 | -10 | 12
O=C(Nc1ccc(OCC(=O)N2CCOCC2)cc1)c1cccc(Cl)c1 | 0 | -2 | 5 | 1 | 5 | 5 | 0.5 | 3 | 1
Brc1cccc(OCCSc2ncccn2)c1 | -1 | 2 | 8 | -4 | 4 | 7 | 3.7 | 4 | ·
Cc1cc(=O)oc(C)c1C(=O)NCCNC(=O)c1c(C)cc(=O)oc1C | -1 | -7 | -2 | 1 | 5 | 3 | -2.6 | -2 | 1
O=C(Nc1cccc(-c2nc3ncccc3o2)c1)c1sc2ccccc2c1Cl | 16 | 0 | -14 | -5 | -25 | -1 | -0.4 | -1 | -1
COc1cc2cc(CCOC(=O)N3CCCCC3)oc(=O)c2cc1OC | -1 | -5 | 3 | · | 3 | 1 | · | 6 | 5
COc1ccc(-c2csc(Nc3ccc(O)cc3)n2)cc1 | 6 | -1 | -1 | 5 | 2 | 10 | -0.5 | 16 | 3
CSc1nc2c(c(=O)[nH]c(=O)n2C)n1C/C=C(\C)Cl | 11 | 6 | 2 | 1 | 3 | -3 | 0.1 | -3 | 2
COCC(COS(N)(=O)=O)C(C)C (stereo unspecified) | -4 | -6 | -7 | 1 | 3 | 1 | -0.4 | 3 | 3
COCCn1c(SCC(=O)N2CCCc3ccccc32)nc2ccccc2c1=O | -2 | 4 | 8 | 4 | 9 | -8 | -3.9 | -4 | -3
Cc1cc(C)cc(NC(=O)NCC2CCN(Cc3cc(C)ccc3C)CC2)c1 | 5 | -1 | 2 | -2 | 3 | 4 | -1.6 | -8 | 5
CC1CCCC(C)N1C(=O)COC(=O)c1cncc(Br)c1 (stereo unspecified) | 0 | 7 | · | · | · | 0 | · | · | 7
COC(=O)CSc1ncnc2c1cnn2-c1ccc(C)cc1C | 0 | 5 | 8 | -2 | 8 | 3 | 2.5 | 1 | 2
Cc1ccc(S(=O)(=O)N2CCCC(C(=O)NCCc3ccc(S(N)(=O)=O)cc3)C2)cc1 (stereo unspecified) | 1 | -4 | 3 | -1 | 5 | -1 | -3.8 | 3 | 7
CC1Cc2ccccc2N1C(=O)c1cc2cccnc2n(C)c1=O (stereo unspecified) | 36 | -2 | -9 | 0 | 0 | 2 | 1.3 | 1 | 5
CC1(C)Cc2c(c(N3CCOCC3)nc3sc4c(NCc5ccccc5)nnnc4c23)CS1 | -3 | 3 | 6 | -7 | 1 | -5 | -1.7 | -2 | 3
CC1=C(C(=O)Nc2ccccn2)C(c2ccccc2)n2ncnc2N1 (stereo unspecified) | 10 | 9 | -3 | -2 | 0 | 0 | -2.1 | 0 | 3
Cc1cccc(NC(=O)c2ccc3c(c2)C(=O)N(c2ccccc2C)C3=O)n1 | 4 | -4 | -3 | 3 | 2 | 0 | 1.0 | -3 | -2
CCC(=O)Nc1nc2c(c(=O)[nH]1)CCCC2 | 4 | 0 | -1 | 4 | 1 | -1 | -1.9 | -4 | 3
Cc1onc(-c2ccccc2Cl)c1C(=O)OCc1nnc(-c2ccccc2)o1 | 1 | 0 | 5 | 0 | 4 | 4 | 1.8 | 2 | -1
O=C(CSC1CC(=O)N(c2ccc(C(=O)O)cc2)C1=O)Nc1ccc(Cl)cc1 (stereo unspecified) | 4 | -1 | 4 | -2 | 9 | 2 | 2.9 | -11 | -1
O=C(CSc1nnc(NC(=O)c2ccccc2F)s1)NCc1ccc(F)cc1 | 13 | -1 | -2 | -1 | 1 | 1 | 3.0 | 4 | 10
Cc1ccc(NC(=S)N(CCCN2CCCC2)Cc2cccn2Cc2ccc(Cl)cc2)cc1 | 1 | 4 | 8 | 1 | 3 | -1 | -2.8 | -13 | -4
COCCC(=O)N1CCC(Oc2ccc(C(=O)N3CCCCC3CCO)cc2)CC1 (stereo unspecified) | -2 | 9 | 1 | -2 | 6 | 1 | 4.9 | 6 | 2
COc1cccc(CNC(=O)CCC2CCCN(Cc3cc4ccccc4o3)C2)c1 (stereo unspecified) | 6 | -5 | -2 | -2 | 6 | 21 | 0.5 | 0 | 2
Cc1ccc(OCC(=O)Oc2ccc(C(C)C)cc2)cc1 | 0 | -2 | 4 | 3 | 3 | 2 | 1.7 | -3 | 10
Cc1cc2c(cc1S(=O)(=O)N(C)C1CCCCC1)OCC(=O)N2 | -3 | 0 | 3 | 11 | 0 | 4 | 3.3 | 2 | 7
CC(C(=O)N1CCOCCOCCOCCOCCOCC1)N1C(=O)c2ccccc2C1=O (stereo unspecified) | -3 | -4 | 3 | 3 | 2 | 1 | 0.4 | 7 | 4
CCC(C(=O)OCC(=O)NC(=O)c1ccccc1)c1ccccc1 (stereo unspecified) | -2 | -2 | -4 | 1 | -2 | 1 | 0.4 | 1 | 15
Cc1ccc(C(=O)COC(=O)c2ccco2)cc1C | 1 | 5 | 9 | 2 | 4 | 4 | 0.2 | 1 | 5

Of the compounds above, 2 have a thiophene ring, fused or not.
SMILES | AHR activator | GLD-1 RNA inh | MCL1 BIM primary | Fam108B counter | BCLXL inh | pPAFAH inh | MEX-5 binding | PME-1 primary | PAFAH1B2 inh
O=C(Nc1cccc(-c2nc3ncccc3o2)c1)c1sc2ccccc2c1Cl | 16 | 0 | -14 | -5 | -25 | -1 | -0.4 | -1 | -1
CC1(C)Cc2c(c(N3CCOCC3)nc3sc4c(NCc5ccccc5)nnnc4c23)CS1 | -3 | 3 | 6 | -7 | 1 | -5 | -1.7 | -2 | 3

Continuation.
SMILES | AHR activator | GLD-1 RNA inh | MCL1 BIM primary | Fam108B counter | BCLXL inh | pPAFAH inh | MEX-5 binding | PME-1 primary | PAFAH1B2 inh
Cc1cc(C(=O)Nc2c(F)cc(F)cc2Br)n(-c2ccccc2)n1 | 0 | 0 | 2 | 0 | 3 | 2 | 2.7 | -2 | 0
C/C(=N\NC(=O)C(O)c1ccccc1)c1ccc(Br)s1 (stereo unspecified) | 15 | -4 | 8 | 5 | 5 | 1 | 0.8 | -4 | 3
O=C(Nc1ccc(-n2cnnn2)cc1)c1cccc(S(=O)(=O)N2CCCC2)c1 | 0 | -1 | -15 | · | -2 | -4 | · | -1 | 1
COc1ccc(CCNC(=O)Cn2c(=O)cnc3ccccc32)cc1 | 2 | 8 | 4 | -2 | 7 | 1 | 2.2 | -2 | 3
CCOC(=O)c1c(CSc2nc(C)cc(C)c2C#N)n(C)c2cc(Br)c(OC(C)=O)cc12 | -3 | 4 | 10 | -1 | 5 | -3 | 0.2 | -1 | 3
CN(C)S(=O)(=O)c1ccc(NC(=O)c2ccc([N+](=O)[O-])cc2)cc1 | -2 | 5 | -9 | 2 | -3 | -4 | 1.1 | 8 | 0
Fc1ccc(C2CC(c3ccccc3)Nc3ncnn32)cc1 (stereo unspecified) | 0 | 6 | 0 | -2 | -1 | 10 | -3.6 | -4 | 4
CCC1(c2ccccc2)NC(=O)N(CC(=O)N(C)CC(=O)Nc2cccc(OC)c2)C1=O (stereo unspecified) | -1 | -1 | -6 | 1 | 0 | 1 | -2.0 | 1 | -2
CCOC(=O)c1c(NC(=O)CN2C(=O)NC3(CCC(C)CC3)C2=O)sc(C)c1-c1ccc(C)cc1 (stereo unspecified) | 4 | 15 | 0 | 5 | 4 | 10 | -0.3 | 5 | 1
CC(=O)OCC#CCSc1nc2ccccc2n1C | 16 | -6 | -1 | -2 | -2 | 3 | 0.5 | 1 | 1
Cc1cc(C)cc(C(=O)Nc2nc3ccccc3[nH]2)c1 | 57* | 2 | 9 | 3 | 8 | 8 | -0.1 | 0 | 8
COC(=O)c1cn(Cc2cccnc2)c(=O)c2ccccc12 | 2 | -1 | -6 | -5 | 1 | -5 | 0.6 | -2 | 2
CCC(C)Sc1ccc([C@H]2N[C@@](Cc3ccccc3)(C(=O)OC)[C@H]3C(=O)N(C)C(=O)[C@@H]23)cc1 (stereo partly specified) | 4 | 7 | 5 | -1 | 2 | 3 | -0.6 | 3 | 2
Cc1cc(NC(=O)c2ccc([N+](=O)[O-])cc2)n(C)n1 | 1 | 3 | 7 | -3 | 2 | 2 | 1.6 | -2 | ·
CCCCSCCCNC(=O)c1ccc(CS(=O)(=O)c2ccccc2OC)o1 | 0 | -2 | -2 | -4 | 2 | 5 | 0.9 | 1 | 5
Cc1ccc(OCc2cc(C(=O)N(C)CC3CCOCC3)no2)cc1C | 7 | 4 | -4 | -1 | 0 | 3 | -1.8 | 4 | 6
CCOc1ccc(Cc2nn[nH]n2)cc1 | 1 | -1 | 1 | -1 | 0 | 1 | 0.3 | -3 | -2
Cc1ccc(Nc2nnc(SCC(=O)Nc3cc(C(=O)O)ccc3C)s2)c(C)c1 | -2 | 6 | 3 | -8 | -4 | 8 | -1.3 | 1 | 7
Cc1cccc(C(=O)N[C@H](C(=O)Nc2nccs2)C(C)C)c1 | 7 | -2 | 6 | -7 | 2 | 1 | 0.4 | 4 | 4
Cc1csc2ncnc(N3CCN(S(=O)(=O)c4cccc(C(F)(F)F)c4)CC3)c12 | -5 | 4 | 0 | 0 | -4 | 0 | 1.5 | 19 | 1
Cc1ccccc1OCCN1C(=O)NC2(CCc3ccccc32)C1=O (stereo unspecified) | -1 | 3 | 2 | -1 | 3 | -2 | 2.7 | 2 | 4
Cc1ccc(C(=O)CN2C(=O)NC3(CCc4ccccc43)C2=O)c(C)c1 (stereo unspecified) | 1 | 7 | -4 | 1 | -1 | -9 | 0.2 | 1 | -1
CCOc1cccc2sc(N3CCN(C(=O)c4ccc5ncsc5c4)CC3)nc12 | -1 | 2 | 1 | 2 | -1 | 8 | 0.6 | 12 | -2
CCN(CC)c1ccc(NC(=O)C2CC(=O)N(Cc3ccccc3)C2)cc1 (stereo unspecified) | 9 | 2 | 4 | 0 | 10 | 12 | -1.0 | 2 | 4

Not all compounds are listed; count on the stated rates, not on these rows.
